# Source: PubChem
# PfHsp40 rescue: restores yeast growth despite PfHsp40 toxicity. S. cerevisiae expressing PfHsp40, growth rescue, ATP luminescence. growth rescue, % at 12.5 µM. 340,000 compounds, 0.68% hits. AID 504582; in the data active = growth rescue above about 28%, passing the limit was not always enough; inconclusive = no clear call, values can overlap the other calls;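 note: yeast W303a lacking pdr1 and pdr3 grown in galactose medium; growth measured after three days at 30 °C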
# FadD28 binding: M. tuberculosis FadD28 bisubstrate binding inhibition | inhibition, % at 12.5 µM | 360,000 compounds, 0.22% hits | FadD28 bisubstrate probe binding, fluorescence polarization; in the data active = inhibition above about 8.5%, passing the limit was not always enough; inconclusive = no clear call, values can overlap the other calls
# Anthrax LF inh2: blocks Bacillus anthracis lethal factor protease; multiplex microsphere protease cleavage assay, LF; inhibition, % at 10 µM; 360,000 compounds, 0.12% hits; AID 588501; note: plate controls were buffer without enzyme for full effect and enzyme alone for no effect
# Target sequence (P15917 whole entry, looked up): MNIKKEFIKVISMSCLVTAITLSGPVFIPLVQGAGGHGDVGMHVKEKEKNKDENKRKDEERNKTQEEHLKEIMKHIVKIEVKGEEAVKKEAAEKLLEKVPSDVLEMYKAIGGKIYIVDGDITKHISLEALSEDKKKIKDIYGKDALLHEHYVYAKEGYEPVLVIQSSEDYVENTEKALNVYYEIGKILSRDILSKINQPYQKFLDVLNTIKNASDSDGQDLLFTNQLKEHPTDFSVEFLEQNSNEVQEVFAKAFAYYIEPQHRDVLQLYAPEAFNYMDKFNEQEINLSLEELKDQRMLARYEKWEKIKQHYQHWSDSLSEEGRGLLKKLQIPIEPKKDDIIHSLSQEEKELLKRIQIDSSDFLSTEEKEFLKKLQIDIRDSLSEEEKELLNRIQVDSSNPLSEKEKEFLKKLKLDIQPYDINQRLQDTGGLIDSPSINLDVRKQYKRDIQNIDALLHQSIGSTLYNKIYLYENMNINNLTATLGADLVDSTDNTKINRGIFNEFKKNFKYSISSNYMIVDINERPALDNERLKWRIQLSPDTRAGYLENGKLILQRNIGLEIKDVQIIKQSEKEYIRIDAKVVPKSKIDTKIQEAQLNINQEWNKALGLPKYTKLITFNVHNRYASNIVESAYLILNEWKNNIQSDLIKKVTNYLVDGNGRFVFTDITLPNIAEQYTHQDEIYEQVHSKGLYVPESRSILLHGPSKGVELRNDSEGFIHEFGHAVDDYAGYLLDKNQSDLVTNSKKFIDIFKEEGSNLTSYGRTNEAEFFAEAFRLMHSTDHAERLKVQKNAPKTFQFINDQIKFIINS
# BoNT-A LC inh2: inhibitors of Botulinum neurotoxin A light chain protease | multiplex microsphere protease substrate cleavage, flow cytometry | inhibition, % at 10 µM | 360,000 compounds, 0.17% hits | AID 588499; note: plate controls were buffer without enzyme for full effect and enzyme alone for no effect
# Y pestis TopoI: inhibitors of Yersinia pestis topoisomerase I; Y. pestis Topo-I cleavage product accumulation, plate reader; activity, % at 10 µM; 360,000 compounds, 0.064% hits; in the data active = activity above about 50%, passing the limit was not always enough; inconclusive = no clear call, values can overlap the other calls; note: inactives centre near 2
# CCHFV vOTU inh: blocks the CCHF virus ovarian tumor domain protease | CCHFV vOTU protease, Pep-AMC fluorescence | 370,000 compounds, 0.55% hits | inhibition, % at 11.5 µM; in the data active = inhibition above about 30%; note: 0% = vehicle wells with enzyme and 100% = no enzyme wells
# TcdB inh: inhibitors of Clostridioides difficile toxin B glycohydrolase. TcdB glycohydrolase enzymatic assay, plate reader. inhibition, % at 9.99 µM. 350,000 compounds, 0.24% hits. AID 652162; in the data active = inhibition above about 10%
# PrPC TRFRET: inhibitors of human cell surface prion protein PrPC; inhibition, % at 13.8 µM; P04156; TR-FRET read-out; 370,000 compounds, 0.43% hits; AID 720596; in the data active = inhibition above about 24%; note: 0% = median of the test wells and 100% = reference compound wells
# BoNT-F LC inh: BoNT F light chain protease inhibition. 360,000 compounds, 0.22% hits. AID 588497. inhibition, % at 10 µM. Multiplex microsphere protease cleavage assay, flow cytometry; in the data active = inhibition above about 35%, passing the limit was not always enough; inconclusive = no clear call, values can overlap the other calls; note: plate controls were buffer without enzyme for full effect and enzyme alone for no effect
# An asterisk follows results filed as active; ? = inconclusive; . = no result given. Cut-off read from the data, not from the text of the source, unless noted: active = inhibition above about 30%; inconclusive = no clear call, values can overlap the other calls; inactive = below that. Rows were taken by chance, and some 2.3% of all compounds hit somewhere here.
SMILES,PfHsp40 rescue,FadD28 binding,Anthrax LF inh2,BoNT-A LC inh2,Y pestis TopoI,CCHFV vOTU inh,TcdB inh,PrPC TRFRET,BoNT-F LC inh
COc1ccccc1CNC(=O)CCNS(=O)(=O)c1ccc2c(c1)oc(=O)n2C,0.5,-1.7,-0.1,-0.3,-4.0,7.9,1.9,-1.9,12.6
O=C(O)c1ccccc1OC(=O)C12CC3CC(CC(C3)C1)C2,-1.9,0.5,1.1,2.1,10.5,3.1,0.8,4.2,8.5
Cc1ccc(-n2nc3c(=O)n(CCCC(=O)NCc4ccc(C)o4)nc(C)c3c2C)cc1,0.1,-3.7,10.4,2.1,22.4,17.6,-0.2,8.8,2.9
Cc1ccc(OCC(=O)Nc2ccc3c(c2)nc(CCN2CCCC2)n3C)cc1,.,1.9,0.0,-1.9,9.1,0.8,0.8,3.6,-21.0
CCCN1CCN(C(=O)Cn2nc(C)n3c(cc4sccc43)c2=O)CC1,-0.5,-1.4,1.2,-0.8,-3.3,-7.8,0.5,-2.7,1.1
CC1=C(C)N(C)[C@H](c2ccccc2Br)[C@H](O)C1=O,1.2,-0.5,-0.9,-0.7,-0.7,6.4,0.9,6.3,-7.0
Cc1cc(C)cc(NC(=O)CN2CCC(NC(=O)Cc3ccccc3)CC2)c1,-2.1,-0.4,1.6,0.3,-6.3,-6.1,-0.4,-6.5,-6.1
CCN(Cc1ccncc1)C(=S)Nc1ccccc1C,.,-4.3,-1.4,-0.2,0.3,19.6,-1.1,0.4,-1.3
O=C(O)C1C2C=CC(C2)C1C(=O)N1CCN(C/C=C/c2ccccc2)CC1 (stereo not given),-0.1,-3.5,-6.8,0.6,-2.3,-3.8,.,6.8,-1.6
CCN1CN=C(NS(=O)(=O)c2ccc(C)cc2)NC1,0.5,-0.6,-1.0,-0.6,2.6,1.9,.,-7.5,-2.1
CSc1ccc(Cn2c(C)c(C(=O)NCc3ccc(Cl)c(Cl)c3)sc2=O)cc1,.,-16.9,-2.5,-0.2,25.6,0.8,0.7,-0.9,-0.5
CC(Cc1ccsc1)NC(=O)CCc1nnc(COc2ccccc2)o1 (stereo not given),0.0,-2.6,-3.5,-0.2,-9.3,4.0,2.5,11.4,-3.8
CCN1C(=O)CCCc2ccccc21,0.5,-0.6,-5.6,-1.5,3.9,6.7,0.0,0.6,1.5
O=C(CSc1ccc2nnc(-c3ccccc3)n2n1)NCc1ccc2c(c1)OCO2,1.4,0.9,-11.3,0.4,-4.1,-5.5,2.9,-1.2,4.2
Cc1c(NC(=O)c2cc3nc(-c4ccc(Br)cc4)cc(C(F)(F)F)n3n2)c(=O)n(-c2ccccc2)n1C,0.1,-0.3,-5.5,-1.5,2.7,-13.3,.,-10.6,-8.8
CC1(C)C(=O)Nc2ccccc2N1C(=O)COC(=O)Cc1ccc(Cl)c(Cl)c1,0.0,-4.2,-2.6,-0.1,28.1,9.6,2.5,-3.1,-4.3
Cc1ccc(C)c(OCc2ccc(C(=O)Nc3ccc([N+](=O)[O-])cn3)o2)c1,-0.6,-0.9,4.2,0.7,0.5,11.5,-0.2,3.0,-6.2
CC(=O)Nc1cc2c(c([N+](=O)[O-])c1C)C(C)(C)CC2(C)C,1.4,-2.1,-1.6,-0.4,-4.3,-4.5,-0.8,-5.8,-11.5
COc1cc(NC(=O)COC(=O)CCc2cc(OC)c(OC)c(OC)c2)cc(OC)c1,-0.2,-2.5,-5.9,0.7,11.7,-10.6,0.9,0.6,1.9
CCCCc1nc(NCC2CCCO2)c(C#N)c2c1COC(C)(C)C2 (stereo not given),-1.2,-1.7,0.7,1.0,3.6,0.8,.,-2.6,-1.3
CC(C)CN1CCN(Cc2c(F)cccc2Cl)CC1CCO (stereo not given),-0.5,-2.3,-5.0,-0.5,5.4,10.1,0.0,-5.6,0.0
Cc1ccc(C2C3=C(CCCC3=O)N=C3c4ccccc4C(=O)C32)cc1 (stereo not given),0.5,1.2,-1.3,1.1,-15.7,-2.9,2.4,-32.9,-0.2
CCN1CCN(C(=O)CN(c2ccc(F)cc2)S(=O)(=O)c2ccc(OC)c(OC)c2)CC1,0.1,-2.3,0.2,-0.9,-7.7,-5.3,-0.2,3.2,-3.7
OC(COc1ccc2ccccc2c1)CN1CCCC1 (stereo not given),0.5,0.3,3.4,-0.8,0.2,2.6,2.6,3.8,-10.3
COc1ccc(OCCSc2nnc3sc4ccccc4n23)cc1,2.5,-2.2,-2.6,-0.8,17.0,-15.6,1.9,9.8,-0.1
COc1ccc(C)cc1NC(=O)c1ccc([N+](=O)[O-])cc1[N+](=O)[O-],-0.8,-3.1,-0.9,0.6,-0.9,12.6,0.6,-48.1,5.0
O=C(O)CCCN1C(=O)c2ccc(Oc3cccc([N+](=O)[O-])c3)cc2C1=O,0.3,1.0,-0.2,0.3,0.4,-0.1,-0.5,-21.6,-1.2
O=C(c1ccc(Cn2c(=O)[nH]c3ccccc3c2=O)cc1)N1CCN(c2ccccc2)CC1,-1.4,-1.4,-4.6,-1.4,0.4,-15.6,.,1.0,-3.6
CN(C)c1nc(N)nc(-c2nc3ccccc3s2)n1,-0.1,-0.5,3.7,0.5,0.9,1.4,0.0,-5.0,3.1
Oc1ccc(-c2csc(Nc3ccccn3)n2)cc1O,-1.6,1.0,.,.,-13.3,-6.9,-2.7,3.3,.
CCOC(=O)c1cc(S(=O)(=O)N2CCN(C3CCCCC3)CC2)cn1C,0.1,-1.9,-3.2,0.0,-4.7,1.4,1.3,3.4,4.4
Cc1ccc(C(=O)Nc2ccc3c(c2)ncn3C)cc1,-1.8,-2.1,3.8,0.5,2.1,11.7,.,7.3,-12.2
Cc1ccc(OCC(=O)NNC(=S)NC(=O)C2CC2)c(C)c1,0.2,-4.2,0.1,2.3,2.4,11.5,2.5,-0.3,6.4
O=C(CN1C(=O)NC2(CCc3ccccc32)C1=O)c1ccc(Br)cc1 (stereo not given),2.6,3.0,-3.9,?,5.0,-5.9,0.8,5.7,5.3
COc1ccc(NC(=O)C(=O)NCc2ccncc2)c(OC)c1,0.0,0.7,-2.7,-1.2,0.3,-8.6,.,3.8,-3.4
COc1ccccc1/C=N\Nc1cc(C)nc(-n2nc(C)cc2C)n1,142.7*,-2.8,-0.4,-0.4,0.4,8.0,.,7.0,-10.1

# A second format for 5 compounds above.
# Each structure is followed by: PfHsp40 rescue | FadD28 binding | Anthrax LF inh2 | BoNT-A LC inh2 | Y pestis TopoI | CCHFV vOTU inh | TcdB inh | PrPC TRFRET | BoNT-F LC inh
O=C(c1ccc(Cn2c(=O)[nH]c3ccccc3c2=O)cc1)N1CCN(c2ccccc2)CC1
  -1.4 | -1.4 | -4.6 | -1.4 | 0.4 | -15.6 | . | 1.0 | -3.6
CN(C)c1nc(N)nc(-c2nc3ccccc3s2)n1
  -0.1 | -0.5 | 3.7 | 0.5 | 0.9 | 1.4 | 0.0 | -5.0 | 3.1
Oc1ccc(-c2csc(Nc3ccccn3)n2)cc1O
  -1.6 | 1.0 | . | . | -13.3 | -6.9 | -2.7 | 3.3 | .
CCOC(=O)c1cc(S(=O)(=O)N2CCN(C3CCCCC3)CC2)cn1C
  0.1 | -1.9 | -3.2 | 0.0 | -4.7 | 1.4 | 1.3 | 3.4 | 4.4
Cc1ccc(C(=O)Nc2ccc3c(c2)ncn3C)cc1
  -1.8 | -2.1 | 3.8 | 0.5 | 2.1 | 11.7 | . | 7.3 | -12.2

# Next part:
SMILES,PfHsp40 rescue,FadD28 binding,Anthrax LF inh2,BoNT-A LC inh2,Y pestis TopoI,CCHFV vOTU inh,TcdB inh,PrPC TRFRET,BoNT-F LC inh
O=C(CN1C(=O)c2ccccc2S1(=O)=O)Nc1ncc(Cl)cc1Cl,-0.3,-1.4,2.5,0.2,-2.1,-7.3,-0.7,2.3,2.7
O=C1NCC(c2ccccc2)(c2ccccc2)C(=O)N1,0.2,-0.7,-5.6,-0.3,3.6,-0.6,-0.2,1.6,-17.8
CCOC(=O)c1c(S(=O)(=O)NCC(=O)Nc2cccc(F)c2)c(C)n(C)c1C,1.0,-1.5,1.7,2.2,1.5,-2.2,1.9,2.0,2.0
O=[N+]([O-])c1nn(-c2ccc3c(c2)OCCO3)n(O)c1=NCc1ccc(F)cc1,2.4,-4.2,-2.8,-0.3,1.2,-14.2,.,-25.9,-11.8
Cc1ccc(NC(=O)COC(=O)CCc2ccc(S(=O)(=O)N3CCOCC3)cc2)cc1F,-0.8,-4.6,2.0,-0.9,21.3,-2.1,-0.1,-4.6,1.8
COc1ccccc1NC(=O)CSc1nccc(-c2ccco2)n1,-0.2,-3.0,-1.8,0.0,14.3,16.8,1.5,4.6,-3.9
CC(=O)c1cccc(NC(=O)NNC(=O)c2ccc3ccccc3c2)c1,-0.8,1.8,1.6,0.7,-1.5,-9.2,4.1,-0.2,1.5
C=CCn1c(CCNC(=O)C(C)(C)C)nc2ccccc21,-0.3,-2.2,-0.1,0.0,0.6,-7.1,.,2.5,-9.9
COc1cc(CN2CCNC(=O)C2CC(=O)N2CCCN(C(C)=O)CC2)cc(OC)c1 (stereo not given),-0.9,-1.1,4.5,3.5,10.1,-6.1,0.8,-1.2,3.1
CCN(c1ccccc1)S(=O)(=O)c1ccc2c(c1)N(C(C)=O)CCO2,-0.9,-1.4,0.9,1.6,0.1,6.3,0.7,3.8,3.4
Cc1ccc(CSc2nnc(Cn3c(=O)sc4ccccc43)n2C)cc1,-1.3,-2.3,-1.0,-0.8,27.0,2.7,1.9,-3.6,-13.0
Cc1ccc(Cn2c(=O)c3cccnc3n(CC(=O)Nc3cccc(C(F)(F)F)c3)c2=O)cc1,-0.8,-3.4,-1.4,0.7,1.0,-8.6,0.7,-2.5,8.4
CC1CCN(c2ccc(S(=O)(=O)N3CCC(C)CC3)cc2N)CC1,2.4,-2.3,1.2,2.1,25.8,-0.3,-1.9,10.5,3.8
C[n+]1ccc(/C=C/c2c[nH]c3ccc(F)cc23)cc1,-1.7,-0.5,-15.7,0.6,-14.1,-8.4,-2.0,-45.7,6.5
CN1CCN(S(=O)(=O)c2cccc(C(=O)Nc3ccc(Br)cc3Br)c2)CC1,-0.3,-1.9,-0.9,-0.1,3.6,13.1,0.6,-4.9,-7.9
O=C(c1cc2cc(Br)ccc2[nH]1)N1CCc2ccccc21,1.1,0.2,7.0,1.1,5.1,-5.0,2.7,5.6,-14.7
COc1cccc(CN(C)C(=O)C2CC(=O)N(c3ccc4c(c3)OCCO4)C2)c1 (stereo not given),-0.1,-1.8,.,.,17.8,0.1,1.5,-2.3,.
CC(C)C(=O)Nc1ccc(NC(=O)c2cc3ccccc3o2)cc1,-0.4,-0.4,-2.7,-1.7,-6.4,1.6,.,3.5,-5.0
Cc1csc(SCC(=O)NC2CCC(C)CC2)n1 (stereo not given),0.9,-0.9,-2.4,-2.7,-5.1,5.6,-0.6,-2.9,-4.5
CCn1nc(C)c(/C=N/NC(=O)Cn2nc(C)cc2C)c1C,0.4,-0.1,-1.2,-0.6,6.0,16.5,.,2.7,-12.7
CCn1c(SCC(=O)Nc2cccnc2Cl)nnc1-c1ccccc1,0.4,-1.6,-1.3,0.5,-3.2,-17.1,1.6,-5.9,3.5
O=C(CN1CCOCC1)Nc1c(-c2ccccc2)c2cc(Br)ccc2[nH]c1=O,1.9,-2.9,-1.7,-3.2,10.1,7.0,-0.2,0.7,-4.5
CCc1ccccc1N(C)S(=O)(=O)c1ccc2[nH]cc(C(=O)N3CCc4ccccc43)c(=O)c2c1,0.1,3.6,2.5,-0.6,6.1,9.5,0.1,100.4*,-3.7
CC(C)CNC(C)C(=O)Nc1ccc(S(N)(=O)=O)cc1 (stereo not given),-0.4,-0.6,-4.0,0.0,8.4,-1.1,1.9,9.9,-3.0
Fc1ccc(CNCCC(Cc2ccccc2)c2ccco2)cc1 (stereo not given),-0.2,-3.6,1.3,-4.0,9.0,-12.9,0.5,2.7,?
CCOC(=O)N1CCC(NCCNC(=O)c2cccc(F)c2)CC1,-1.0,0.1,-1.4,0.0,-4.6,2.8,0.4,1.4,4.7
Cc1nn(C)c(Cl)c1CN1CCCC(C(=O)Nc2cccc(-n3cccn3)c2)C1 (stereo not given),0.9,0.4,-1.5,0.1,5.0,-8.3,0.7,-6.3,2.7
